From PubChem
tim10-1 inh: inhibits growth of tim10-1 mutant yeast; S. cerevisiae tim10-1 ts strain growth, BacTiter-Glo, 24 h; inhibition, % at 20 µM; 2.2% of 330,000 active; AID 463190;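 active = inhibition of at least 40%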;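 note: mutant grown at 25 °C; 0% = DMSO wells with yeast and 100% = wells holding no yeast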
TIM10 inh: inhibits growth of TIM10 yeast strain. inhibition, % at 10 µM. 1.4% of 330,000 active. S. cerevisiae TIM10 strain growth, BacTiter-Glo luminescence, 24 h;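 active = inhibition of 40% or more at the single tested concentration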;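 note: wild-type TIM10 isogenic control strain grown at permissive 25 °C; 0% = DMSO yeast wells and 100% = minimal medium wells without yeast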
mIAP activ: increases mouse intestinal alkaline phosphatase activity. muIAP, CDP-Star luminescence, 30 min; stronger effect = higher value; 1 = vehicle-only enzyme signal, 0 = enzyme-free wells. activation factor at 10 µM. 0.24% of 330,000 active. AID 2805;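 active = activation factor of at least 2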; note: the source names both 10 and 20 µM as test concentration; values of inactives mirror those of a sister screen read the other way
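also added = chemiluminescent substrate CDP-Star | test system = mouse IAP enzyme | signal = chemiluminescence readout | compound = DMSO-dissolved test compounds | incubation = 30 min at room temperature | benchmarks = DMSO wells, no-enzyme wells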
NALP3 yeast inh: inhibitors of NALP3 inflammasome in yeast; Yeast reconstituted NLRP3/ASC/caspase-1, beta-gal luminescence, 24 h; inhibition, % at 10 µM; 0.39% of 330,000 active; AID 2825;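 active = inhibition of 50% or more; inactive = inhibition below 50%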;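 note: plate controls were induced DMSO wells for no effect and uninduced yeast grown without galactose for full effect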
mIAP inh: blocks mouse intestinal alkaline phosphatase. purified mouse IAP, CDP-Star luminescence, 30 min. inhibition, % at 10 µM. 0.2% of 330,000 active. AID 2806;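 active = inhibition of at least 40% at 10 µM in the primary screen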;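 note: plate controls were DMSO with enzyme for no effect and no enzyme wells for full effect; values of inactives mirror those of a sister screen read the other way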
APOBEC3A inh: human APOBEC3A DNA deaminase inhibition; P31941; recombinant A3A, FAM/TAMRA ssDNA deamination fluorescence; inhibition, % at 20 µM; 0.41% of 330,000 active; AID 493011;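 active = at least 40% inhibition at 20 µM here, with at most 30% in a related deaminase screen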;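 note: plate controls were A3A with DMSO for no effect and wells lacking A3A enzyme for full effect; some results filed as inactive read as strong as hits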
Target sequence (P31941 whole entry, looked up): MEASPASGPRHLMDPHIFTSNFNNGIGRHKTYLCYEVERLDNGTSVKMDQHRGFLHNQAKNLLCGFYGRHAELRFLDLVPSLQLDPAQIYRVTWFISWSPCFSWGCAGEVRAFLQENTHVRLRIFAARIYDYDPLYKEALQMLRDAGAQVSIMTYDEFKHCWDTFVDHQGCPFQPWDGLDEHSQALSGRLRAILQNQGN
APOBEC3G inh: APOBEC3G (human) deaminase inhibition | 0.28% of 330,000 active | Q9HC16 | inhibition, % at 20 µM | recombinant A3G, ssDNA deamination FAM/TAMRA fluorescence;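 active = inhibition of at least 40% at 20 µM, with no more than 30% in the related APOBEC3A deaminase screen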;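 note: plate controls were DMSO wells with A3G for no effect and wells lacking A3G enzyme for full effect; some compounds called inactive have numbers as strong as hits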
Target sequence (Q9HC16 whole entry, looked up): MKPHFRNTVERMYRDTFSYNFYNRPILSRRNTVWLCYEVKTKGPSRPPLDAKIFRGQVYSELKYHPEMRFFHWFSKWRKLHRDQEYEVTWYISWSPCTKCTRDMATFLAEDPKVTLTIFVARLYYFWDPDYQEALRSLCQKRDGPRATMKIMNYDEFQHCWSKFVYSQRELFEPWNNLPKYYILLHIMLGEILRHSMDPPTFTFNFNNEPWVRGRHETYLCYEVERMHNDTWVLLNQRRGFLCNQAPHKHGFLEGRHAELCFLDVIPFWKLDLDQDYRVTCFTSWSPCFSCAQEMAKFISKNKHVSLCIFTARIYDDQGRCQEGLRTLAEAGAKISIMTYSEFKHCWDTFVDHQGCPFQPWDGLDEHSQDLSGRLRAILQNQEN
beta cell repl: MIN6 beta-cell proliferation induction. proliferation, % at 10 µM. MIN6 cells proliferation, ATPlite luminescence, 48 h; cells starved in 0.2% serum; 100% = growth in 10% serum. 0.29% of 330,000 active;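 active = compounds whose signal lies at least 3.5 SD above the mean of all wells on their plate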;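 note: 0% = DMSO-treated cells in low-serum medium and 100% = 10% serum control; some compounds called inactive have numbers as strong as hits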
hIAP block: human IAP inhibition; purified IAP, CDP-Star luminescence, 30 min; inhibition, % at 10 µM; 0.12% of 330,000 active;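 active = inhibition reaching a set limit with compound at 10 µM in the primary screen, cut at about 35% in these data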;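 note: plate controls were DMSO wells with enzyme for no effect and no-enzyme buffer wells for full effect; values of inactives mirror those of a sister screen read the other way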
Target sequence (P09923 whole entry, looked up): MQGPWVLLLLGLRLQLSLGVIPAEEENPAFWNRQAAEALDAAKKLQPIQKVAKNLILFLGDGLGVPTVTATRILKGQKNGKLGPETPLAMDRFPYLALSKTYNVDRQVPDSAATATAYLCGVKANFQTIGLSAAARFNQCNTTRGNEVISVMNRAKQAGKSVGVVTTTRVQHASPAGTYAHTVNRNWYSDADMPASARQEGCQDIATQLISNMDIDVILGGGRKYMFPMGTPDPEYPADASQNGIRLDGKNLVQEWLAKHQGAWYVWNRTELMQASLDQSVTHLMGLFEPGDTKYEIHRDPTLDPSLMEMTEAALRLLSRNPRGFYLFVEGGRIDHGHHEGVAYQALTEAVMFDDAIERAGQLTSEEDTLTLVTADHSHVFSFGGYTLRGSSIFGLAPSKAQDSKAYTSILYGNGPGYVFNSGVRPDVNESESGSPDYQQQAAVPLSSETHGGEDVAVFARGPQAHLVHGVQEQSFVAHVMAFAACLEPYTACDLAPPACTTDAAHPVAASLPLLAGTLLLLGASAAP
Numbers without * were called inactive.

1	Cc1cc(C)cc(N(C(=O)Cc2cccs2)C(C(=O)NC2CCCCC2)c2ccccn2)c1 (stereo not drawn)
2	CC(C)Cn1c(N)c(C(=O)COC(=O)c2ccccc2Cl)c(=O)n(C)c1=O
3	CCn1c(C)nc2cc(C(=O)OC(C(F)(F)C(F)F)C(F)(F)C(F)F)ccc21
4	O=C(CCC(=O)OCC(=O)c1ccc(-c2ccccc2)cc1)Nc1cccc2cccnc12
5	CN1CCN(C(CNC(=O)C(=O)Nc2ccc3c(c2)OCO3)c2ccc(F)cc2)CC1 (stereo not drawn)
6	COc1ccc(NC(=O)c2c(NC(=O)CCC(=O)O)sc3c2CCCCC3)cc1

Assay by compound,1,2,3,4,5,6
tim10-1 inh,25,-21,17,6,-20,13
TIM10 inh,21,3,16,-22,0,10
mIAP activ,0.94,1.1,1.1,0.99,0.99,0.84
NALP3 yeast inh,12,17,32,6,12,-1
mIAP inh,6,-12,-5,1,1,16
APOBEC3A inh,-4,-1,4,1,1,1
APOBEC3G inh,-5,-3,2,-1,-1,5
beta cell repl,-3,-2,-4,0,-3,-4
hIAP block,-6,9,-10,-3,-10,-5

7	CC1=CS(=O)(=O)CC1Sc1nc2ccccc2[nH]1 (stereo not drawn)
8	CCOc1ccc(OCC)c(Nc2cc(C)nc3nc(C)nn23)c1
9	O=c1c2ccccc2nc(/C=C/c2ccc(Br)cc2)n1CCO
10	CN(C(=O)COc1ccc2ccc(=O)oc2c1)C1CCS(=O)(=O)C1 (stereo not drawn)
11	COc1ccc([N+](=O)[O-])cc1N(CC(=O)NCCC1=CCCCC1)S(C)(=O)=O
12	O=C1C2C(C(=O)N1c1ccncc1)C1C=CC2C12CC2 (stereo not drawn)

Assay by compound,7,8,9,10,11,12
tim10-1 inh,-5,28,21,-5,1,16
TIM10 inh,3,11,-13,10,1,-8
mIAP activ,0.93,0.95,0.93,1,1,0.96
NALP3 yeast inh,6,-23,22,10,10,9
mIAP inh,8,5,8,0,-2,4
APOBEC3A inh,2,-5,-1,1,-2,1
APOBEC3G inh,1,-4,0,12,-8,-3
beta cell repl,0,-2,-2,0,-3,-4
hIAP block,16,-3,14,0,0,-12

13	CCc1cc(=O)oc2cc(C)cc(OCC(=O)N[C@@H](CSCc3ccccc3)C(=O)O)c12
14	CC1CC(NC(=O)c2c(O)nc3sccn3c2=O)CC(C)(C)C1 (stereo not drawn)
15	O=C(COC(=O)C1C2CC3OC(=O)C1C3C2)Nc1ccccc1 (stereo not drawn)
16	COc1ccccc1NCC(=O)c1ccc(Cl)cc1
17	Cc1ccc2nc3sc(C(=O)NCc4ccco4)c(N)c3cc2c1
18	COc1cc2c(cc1NC(=O)c1cccnc1)oc1ccccc12

Assay by compound,13,14,15,16,17,18
tim10-1 inh,0,-15,11,16,5,18
TIM10 inh,1,-2,-9,7,-12,12
mIAP activ,0.94,0.97,1,0.92,0.88,0.9
NALP3 yeast inh,7,12,-3,17,7,28
mIAP inh,6,3,-1,8,12,10
APOBEC3A inh,-3,-2,-5,-3,7,1
APOBEC3G inh,-9,-4,8,-5,14,-3
beta cell repl,1,-5,-5,-2,-4,-2
hIAP block,0,-11,2,21,-26,11

19	OCCNc1nc(Nc2ccc(Cl)cc2)nc(N2CCCC2)n1
20	Cc1cccc(-c2ocnc2C(=O)Nc2ccccc2C(=O)N2CCCC2)c1
21	COc1ccccc1CNC(=O)COC(=O)c1cc(=O)c2ccccc2o1
22	COC(=O)CN(c1ccccn1)S(=O)(=O)c1ccccc1
23	O=C(CCc1nnc(CCCc2ccccc2)o1)NCCN1CCOC1=O
24	COc1ccc(C2(C)NC(=O)NC2=O)cc1OC (stereo not drawn)

Assay by compound,19,20,21,22,23,24
tim10-1 inh,25,19,0,-2,-1,6
TIM10 inh,16,26,6,16,-5,17
mIAP activ,0.99,0.94,1,1.2,1,1
NALP3 yeast inh,6,19,5,-6,12,4
mIAP inh,1,6,0,-18,-2,-1
APOBEC3A inh,-3,-3,2,-2,-1,1
APOBEC3G inh,-3,-7,-1,-4,9,-6
beta cell repl,1,-1,-2,-4,-2,0
hIAP block,14,19,14,12,-8,2

25	COC(=O)n1ccc(C(=O)Nc2ccccc2F)n1
26	CC(C)(C)c1ccc(/C=C/C(=O)N2CCc3ccccc3C2)cc1
27	COC(=O)CCn1nc(-c2ccc(Cl)cc2)c2ccccc2c1=O
28	COCOc1cc(O)c(C(=O)/C=C/c2ccccc2)c(OCOC)c1
29	COc1ccc(C(=O)CN2C(=O)NC(C)(c3ccc(C)cc3)C2=O)cc1OC (stereo not drawn)
30	Cc1ccc(CNc2oc(-c3cccs3)nc2C#N)cc1

Assay by compound,25,26,27,28,29,30
tim10-1 inh,-12,17,22,50*,11,44*
TIM10 inh,3,9,21,37,19,18
mIAP activ,0.93,0.87,1.1,0.97,1,1.1
NALP3 yeast inh,-9,24,10,19,2,38
mIAP inh,7,13,-6,3,-1,-8
APOBEC3A inh,-4,-2,-2,4,4,-2
APOBEC3G inh,-4,1,-5,-3,0,-4
beta cell repl,2,-5,1,-6,0,-3
hIAP block,1,-7,-16,0,8,-42

31	CCOc1ccc(CNC(=O)c2ccc3c(c2)N(CC)CCS3)cc1
32	Cc1cc(C)c(C(=O)COC(=O)c2ccc([N+](=O)[O-])o2)cc1C
33	Cc1c(Cc2ccccc2)c(=O)oc2c(C)c(OC(C)C(=O)N[C@@H](Cc3ccccc3)C(=O)O)ccc12 (stereo partly drawn)
34	COCC(=O)Nc1sc2c(c1C(=O)OC)CCC(C)C2 (stereo not drawn)
35	COc1cccc(N2CCN(CC(=O)c3c[nH]c4ccc(OC)cc34)CC2C)c1 (stereo not drawn)
36	CC(C)CN(C(=O)CN(C)CC(=O)Nc1ccccc1C#N)c1c(N)n(CC(C)C)c(=O)[nH]c1=O

Assay by compound,31,32,33,34,35,36
tim10-1 inh,5,9,33,11,-1,-9
TIM10 inh,0,-2,10,3,21,-14
mIAP activ,1.2,0.94,0.92,0.89,1.1,1.1
NALP3 yeast inh,8,15,1,39,32,21
mIAP inh,-23,6,8,11,-9,-6
APOBEC3A inh,-3,2,0,-1,-1,6
APOBEC3G inh,-4,-2,-8,-6,2,-3
beta cell repl,-1,-4,-5,0,-4,-4
hIAP block,-12,-5,-8,0,2,-24

37	CCCNS(=O)(=O)c1ccc(OCC(=O)N(C)Cc2ccccc2)cc1
38	COc1ccc(NC(=S)N(CCCN2CCCCCC2)Cc2cccs2)cc1
39	Cc1ccc2scc(CN3CCCC3)c2c1
40	O=C(Nc1ccc(-c2nnc3n2CCCCC3)cc1)c1ccco1
41	CCOc1cc(C(=O)NCc2nnc(SCC(=O)OC)n2C)cc(OCC)c1OCC
42	COC(=O)c1ccc(COc2ccccc2/C=N/NC(=O)c2cccnc2)cc1

Assay by compound,37,38,39,40,41,42
tim10-1 inh,7,2,-6,15,9,-25
TIM10 inh,-1,-6,-1,12,2,28
mIAP activ,1,0.98,1,0.99,1,1
NALP3 yeast inh,-10,0,4,-6,-12,1
mIAP inh,-3,2,-1,1,-4,-1
APOBEC3A inh,-10,0,-2,3,0,-5
APOBEC3G inh,-5,-7,-4,0,-6,-10
beta cell repl,1,-3,1,-4,1,-2
hIAP block,-7,-3,3,-2,3,10

An excerpt from above in order of their number in hIAP block, ascending:
no. | molecule | hIAP block
38 | COc1ccc(NC(=S)N(CCCN2CCCCCC2)Cc2cccs2)cc1 | -3
40 | O=C(Nc1ccc(-c2nnc3n2CCCCC3)cc1)c1ccco1 | -2
41 | CCOc1cc(C(=O)NCc2nnc(SCC(=O)OC)n2C)cc(OCC)c1OCC | 3

The results go on:
43	COc1cccc2c(Nc3ccccc3C)cc(C)nc12
44	COc1ccc(NC(=O)CCCn2cnc3ccccc3c2=O)cc1
45	Cc1cc(=O)cc(C)n1-c1ccc(Br)cc1
46	Cc1cnc(NC(=O)c2ccc3ncsc3c2)s1
47	CCn1c(SCC(N)=O)nnc1-c1ccc(S(=O)(=O)N2CCN(C)CC2)cc1
48	CC(NC(=S)Nc1c(Br)cccc1OC(F)F)C(C)(C)C (stereo not drawn)

Assay by compound,43,44,45,46,47,48
tim10-1 inh,0,10,-5,4,-3,34
TIM10 inh,-9,-12,-7,-3,3,14
mIAP activ,1.1,0.88,1.1,0.92,1.1,1.3
NALP3 yeast inh,21,8,12,21,-6,4
mIAP inh,-7,12,-9,8,-15,-28
APOBEC3A inh,-3,-2,-3,-3,2,0
APOBEC3G inh,-4,-4,-7,-4,2,-5
beta cell repl,-2,2,0,-6,-1,0
hIAP block,-6,12,-9,-5,-9,5

One compound at a time, as listed above:
CCn1c(SCC(N)=O)nnc1-c1ccc(S(=O)(=O)N2CCN(C)CC2)cc1 is listed as tim10-1 inh = -3; TIM10 inh = 3; mIAP activ = 1.1; NALP3 yeast inh = -6; mIAP inh = -15; APOBEC3A inh = 2; APOBEC3G inh = 2; beta cell repl = -1; hIAP block = -9
COc1ccc(NC(=O)CCCn2cnc3ccccc3c2=O)cc1 is listed as tim10-1 inh = 10; TIM10 inh = -12; mIAP activ = 0.88; NALP3 yeast inh = 8; mIAP inh = 12; APOBEC3A inh = -2; APOBEC3G inh = -4; beta cell repl = 2; hIAP block = 12

Next structures:
49	O=C(CSC1=NCCS1)Nc1nc2c(s1)CCCC2
50	C=CCN(c1ccccc1OC)S(=O)(=O)c1cccc(C(=O)OCC(=O)N2CCOCC2)c1
51	CC(Cc1cccs1)N(Cc1ccc(Cl)cc1)C(=O)c1ccncc1 (stereo not drawn)
52	O=C(Nc1ccc(SC(F)F)cc1)C1=COCCO1
53	CCCCN(C(=O)C1CCC1)c1c(N)n(Cc2ccccc2)c(=O)[nH]c1=O
54	CCCCCCNS(=O)(=O)c1ccc(Cl)s1

Assay by compound,49,50,51,52,53,54
tim10-1 inh,27,-3,4,10,-7,43*
TIM10 inh,6,2,2,2,11,-1
mIAP activ,0.9,1,1,0.98,0.94,1.1
NALP3 yeast inh,24,-1,4,44,15,32
mIAP inh,10,-1,0,2,6,-8
APOBEC3A inh,-2,-3,0,-7,1,1
APOBEC3G inh,-7,-5,-7,-7,1,3
beta cell repl,1,-2,-1,-4,-3,-6
hIAP block,-2,-8,11,-10,-1,6

55	Cc1ccc(/C=C/C(=O)O)cc1S(=O)(=O)Nc1ccc2c(c1)OCO2
56	COc1cc(OC)cc(C(=O)NNC(=O)CCNS(=O)(=O)c2ccc(Br)cc2)c1
57	O=C(Nc1ccnn1C1CCN(CC2CC=CCC2)CC1)c1ccccc1Cl (stereo not drawn)
58	O=C(NNC(=O)c1ccccc1C(=O)O)c1ccc(S(=O)(=O)N2CCCCC2)cc1
59	CN1CCN(S(=O)(=O)c2ccc(Oc3cccc(C(F)(F)F)c3)nc2)CC1
60	Cc1ccc(S(=O)(=O)NCC(=O)N/N=C/c2ccc(Cl)cc2)cc1
61	Clc1ccc2nc3c4ccccc4cnn3c2c1
62	COc1cccc(NC(=O)CN2C(=O)NC3(CCc4ccccc43)C2=O)c1 (stereo not drawn)
63	COc1ccc(C(=O)OCC(=O)NC23CC4CC(CC(C4)C2)C3)c(OC)c1OC

Assay by compound,55,56,57,58,59,60,61,62,63
tim10-1 inh,2,-1,8,1,-1,18,39,-6,12
TIM10 inh,2,4,-7,-8,-2,17,16,5,17
mIAP activ,0.99,0.77,1.1,1.1,0.9,0.95,0.97,1,1.1
NALP3 yeast inh,-8,-1,0,10,22,5,-17,2,14
mIAP inh,1,24,-6,-7,10,5,2,-2,-5
APOBEC3A inh,-2,0,-1,-5,-2,-3,0,0,-4
APOBEC3G inh,-8,2,-7,-11,-6,-5,0,-8,-4
beta cell repl,0,-5,-3,-2,7,-1,-3,-3,1
hIAP block,3,-27,-12,5,-3,27,11,1,13
